PI4K2A inh – blocks human PI4K2A kinase activity. activity change, negative = inhibition, % at 76.9 µM. 420,000 tested, 0.13% active. AID 1346378. purified PI4K2A, ADP-Glo luminescence, 1 h; active compounds read low. Q9BTU6; in the data active = activity change below about -50%; inconclusive = mostly about -30% to -49%;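 also: -100% = wells without enzyme as full effect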
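ADP-Glo luminescence measured ADP generated by PI4K2A enzyme (4 ug/mL before mixing) with 1.2 mM PI substrate (pre-mix) and 300 microM ATP (pre-mix). Tris pH7.5 buffer with MgCl2, Triton X-100; 1 h reaction at ambient temperature.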
ERG-DNA inh – inhibitors of human ERG Ets domain-DNA interaction. fluorescence polarization, His-ERG Ets domain / labelled DNA. 370,000 tested, 0.028% active. Potency, µM (top dose mostly 76.9 µM), for the others: at the highest dose FP activity, negative = inhibition, hits mostly inhibitors. AID 624246; active = well fitted inhibition curve with a large enough effect in the polarisation, with a control signal flat; inconclusive = small, poorly fitted or top-dose-only effect, or effect the other way, or a change in a side signal; inactive = no such curve, though single readings can be large or run the other way; the % refers to the polarisation;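 also: polarization taken with two DNA probes labelled with fluorescein and Texas red; potency is read from the fitted curve at half-maximal effect; % of control where 0% means no effect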
Target sequence (P11308 whole entry, looked up, the tested form may be a part): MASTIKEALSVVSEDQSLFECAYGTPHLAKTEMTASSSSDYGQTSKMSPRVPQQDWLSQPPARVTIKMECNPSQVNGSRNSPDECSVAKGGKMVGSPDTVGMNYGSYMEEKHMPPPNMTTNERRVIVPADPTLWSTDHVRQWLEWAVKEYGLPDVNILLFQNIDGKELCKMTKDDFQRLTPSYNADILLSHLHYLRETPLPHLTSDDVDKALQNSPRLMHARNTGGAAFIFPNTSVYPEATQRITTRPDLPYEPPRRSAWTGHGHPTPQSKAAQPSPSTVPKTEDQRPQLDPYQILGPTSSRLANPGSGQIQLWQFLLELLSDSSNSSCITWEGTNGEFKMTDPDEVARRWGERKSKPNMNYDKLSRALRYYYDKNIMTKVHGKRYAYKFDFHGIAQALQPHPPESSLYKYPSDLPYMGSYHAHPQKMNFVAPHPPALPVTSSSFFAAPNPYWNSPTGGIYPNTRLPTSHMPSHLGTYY
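His-tagged ERG Ets domain (1 uM in the protein solution; 300mM KCl, 50mM Tris-HCl, 1mM EDTA, 1mM DTT, pH 7.5) received compound, then a probe mix of 5 nM fluorescein-DNA and 100nM Texas-615-DNA. Fluorescence polarization was read for both dyes.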
JMJD2A Tudor inh – inhibitors of human JMJD2A Tudor domain. O75164. AlphaScreen JMJD2A-Tudor / H3K4me3 peptide binding. Potency, µM (highest dose often 114 µM), inactives show at the highest dose activity change, negative = inhibition, most hits filed as inhibitors. 390,000 tested, 4.4% active; also: potency is read from the fitted curve at half-maximal effect; % is scaled to controls: 0 for no effect and ±100 for the full control effect; nearly all actives have a fitted effect of over 50% in size
G9a inh – G9a (human) methyltransferase inhibition | G9a H3K9 monomethylation, AlphaScreen, 2 h | Potency, µM (doses to about 102 µM), for inactives: at the highest dose activity, negative = inhibition, actives largely listed as inhibitors | 350,000 tested, 8.8% active | AID 504332; also: potency is read from the fitted curve at half-maximal effect; % is scaled to controls: 0 for no effect and ±100 for the full control effect; nearly all actives have a fitted effect of over 75% in size
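Step 1: enzyme (final 20 nM) with compound, 15 min RT. Step 2: substrate peptide 500 nM and SAM 20 uM, 2 h RT. Step 3: anti-H3K9me1 antibody and AlphaScreen beads, 10 min, then plate read.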
BAZ2B block – BAZ2B (human) inhibition | 360,000 tested, 4.4% active | AlphaScreen BAZ2B-H3K14Ac peptide displacement | Potency, µM (series often up to 114 µM), for inactives: top-dose activity change, negative = inhibition, most hits filed as inhibitors | Q9UIF8; also: potency is read from the fitted curve at half-maximal effect; % is scaled to controls: 0 for no effect and ±100 for the full control effect; nearly all actives have a fitted effect of over 60% in size
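Inhibition is scored as reduced AlphaScreen emission. The BAZ2B/b-H3(5-23)K14Ac complex (50 nM each) in PBS pH 7.4, 0.01% Tween-20 meets compound (up to 110 uM) for 30 min at RT before bead addition.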
PGK inhibitor – T. brucei PGK inhibition; 380,000 tested, 0.043% active; AID 602233; P07378; Potency, µM (series often up to 57.5 µM), for inactives: at the highest dose activity change, negative = inhibition, hits mostly inhibitors; PGK/GAPDH coupled, Kinase-Glo luminescence, 60 min; also: potency is read from the fitted curve at half-maximal effect; % is scaled to controls: 0 for no effect and ±100 for the full control effect; nearly all actives have a fitted effect of over 60% in size
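Recombinant glycosomal PGK reaction used 1,3-bisphosphoglycerate generated in-well by GAPDH (100nM final) in 100mM TEA pH 7.6, 5mM MgCl2, 0.01% Tween-20. After 60 minutes at room temperature, ATP was read by Kinase-Glo Plus luminescence end-point.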
HP1b binding inh – HP1-beta chromodomain-methylated histone interaction inhibition | Potency, µM (highest dose often 114 µM), inactives show at the highest dose activity change, negative = inhibition, usual class: inhibitors | 390,000 tested, 0.56% active | P83916 | AlphaScreen HP1-beta / biotin-H3K9me3 peptide binding | AID 540317; also: potency is read from the fitted curve at half-maximal effect; nearly all actives have a fitted effect of over 70% in size; inactives centre near 23
Target sequence (P83916 whole entry, looked up): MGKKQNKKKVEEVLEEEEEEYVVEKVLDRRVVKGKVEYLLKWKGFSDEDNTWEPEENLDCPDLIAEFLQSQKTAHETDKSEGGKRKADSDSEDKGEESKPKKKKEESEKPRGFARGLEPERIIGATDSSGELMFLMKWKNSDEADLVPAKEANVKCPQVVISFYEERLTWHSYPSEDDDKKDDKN
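Compound inhibition of the preformed complex between 50 nM HP1-beta and 50 nM biotinylated H3K9me3 peptide was read by AlphaScreen. Buffer was PBS pH 7.4 with 0.01% Tween-20. Incubations ran 30 min at room temperature, with 10 ug/mL donor/acceptor beads.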
GLS inhibitor – blocks human kidney-isoform glutaminase activity; GLS enzymatic activity, qHTS titration; AID 624170; Potency, µM (highest dose often 45.5 µM), without a hit: at the highest dose activity change, negative = inhibition, usual class: inhibitors; O94925; 410,000 tested, 0.21% active; also: potency is read from the fitted curve at half-maximal effect; % is scaled to controls: 0 for no effect and ±100 for the full control effect
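Enzyme dispensed in phosphate buffer (45 mM, pH 8.2, 0.02% Tween-20), compounds pinned in, then 1 mM L-glutamine solution and the glutamate oxidase–HRP–Amplex Red mix added; fluorescence read immediately and again after 30 min at room temperature.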
Pin1 inhibitor – blocks the human prolyl isomerase Pin1. Q13526. Pin1 FP peptide displacement, HiFluor488, 10 min. Potency, µM (top dose mostly 115 µM), for inactives: at the top dose activity, negative = inhibition, actives largely listed as inhibitors. 390,000 tested, 0.009% active. AID 504891; active = well fitted inhibition curve with a large enough effect in the polarisation, with a control signal flat, not every such curve was filed as active; inconclusive = small, poorly fitted or top-dose-only effect, or effect the other way, or a change in a side signal; inactive = no such curve, though single readings can be large or run the other way; the % refers to the polarisation; also: potency is read from the fitted curve at half-maximal effect; % is scaled to controls: 0 for no effect and ±100 for the full control effect
Target sequence (Q13526 whole entry, looked up): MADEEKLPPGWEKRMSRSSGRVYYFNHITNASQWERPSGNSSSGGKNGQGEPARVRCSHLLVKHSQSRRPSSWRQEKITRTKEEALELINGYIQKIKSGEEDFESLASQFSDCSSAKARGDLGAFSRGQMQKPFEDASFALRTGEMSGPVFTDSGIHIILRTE
* = called active by the depositor; i = inactive; u = inconclusive; x = not tested or not shown; & = joins results of further samples; [ ] = dose if it differs, or a comment. Unless noted, calls follow the shape of the dose curve; as a rule, active = well fitted curve in the direction sought with a large enough effect; inconclusive = small, poorly fitted or top-dose-only effect, or another doubt; inactive = no such curve, though single readings can be large; an effect the other way counts as inactive or inconclusive.

1	O=C(c1cccc(NS(=O)(=O)c2ccccc2)c1)N1CCCC1
2	Cc1cc(O)c(-c2cc(C(=O)Nc3sc4c(c3C(=O)NCc3ccco3)CCC4)[nH]n2)cc1C
3	CN(C)c1nc(N(C)C)nc(N(C)C)n1
4	COC(=O)C1C(=O)c2c(C)noc2CC1(C)C (centres undefined)
5	CCN(C1CCS(=O)(=O)C1)S(=O)(=O)c1ccc2ccccc2c1 (centres undefined)

Compound,1,2,3,4,5
PI4K2A inh,-1,0,-7&2&0,4,-2
ERG-DNA inh,7%,-2%,7%,-8%,7%
JMJD2A Tudor inh,-9%,1%[11.4 µM],-5%,-3%,-18%
G9a inh,u,31%[12.7 µM],2%[59 µM],-9%,-18%
BAZ2B block,-16%,-4%,-6%,-22%,-10%
PGK inhibitor,4%,-5%,3%,-2%,-2%
HP1b binding inh,23%,45%,32%,33%,49%[activator]
GLS inhibitor,0%,0%,4%,-1%,-6%
Pin1 inhibitor,4%,22%,6%,3%,2%

Copied from above, five compounds:
1	O=C(c1cccc(NS(=O)(=O)c2ccccc2)c1)N1CCCC1
2	Cc1cc(O)c(-c2cc(C(=O)Nc3sc4c(c3C(=O)NCc3ccco3)CCC4)[nH]n2)cc1C
3	CN(C)c1nc(N(C)C)nc(N(C)C)n1
4	COC(=O)C1C(=O)c2c(C)noc2CC1(C)C (centres undefined)
5	CCN(C1CCS(=O)(=O)C1)S(=O)(=O)c1ccc2ccccc2c1 (centres undefined)

Compound,1,2,3,4,5
PI4K2A inh,-1,0,-7&2&0,4,-2
ERG-DNA inh,7%,-2%,7%,-8%,7%
JMJD2A Tudor inh,-9%,1%[11.4 µM],-5%,-3%,-18%
G9a inh,u,31%[12.7 µM],2%[59 µM],-9%,-18%
BAZ2B block,-16%,-4%,-6%,-22%,-10%
PGK inhibitor,4%,-5%,3%,-2%,-2%
HP1b binding inh,23%,45%,32%,33%,49%[activator]
GLS inhibitor,0%,0%,4%,-1%,-6%
Pin1 inhibitor,4%,22%,6%,3%,2%

Next compounds
6	COc1ccc(NC(=S)NCC2CCCO2)c(C)c1 (centres undefined)
7	CCCCCOc1ccc(Cn2ccnc2)cc1[N+](=O)[O-]
8	CC(C)CN(C(=O)c1ccc(=O)n(C)n1)c1c(N)n(Cc2ccccc2)c(=O)[nH]c1=O
9	CCC(Sc1nc2ncnc(N)c2[nH]1)C(=O)O (centres undefined)
10	O=C(CN1CCCC1)Nc1ccc(NC(=O)Nc2ccccc2)cc1

Compound,6,7,8,9,10
PI4K2A inh,-5,-2,-1,-1,2
ERG-DNA inh,7%,1%,-7%,-5%,-5%
JMJD2A Tudor inh,-10%,u,-22%,-6%,-6%
G9a inh,15%[59 µM],u,5%[59 µM],40µM*,21%[59 µM]
BAZ2B block,5%,u,-6%,-23%,2%
PGK inhibitor,-5%,x,-5%,-5%,-1%
HP1b binding inh,7%,-8%,6%,35%,21%
GLS inhibitor,24%,-1%,6%,-8%,14%
Pin1 inhibitor,5%,1%,-6%,-3%,0%

11	Cc1c(C(=O)O)sc2nc(C)n(C)c(=O)c12
12	CC(=O)NNC(=O)CCC(=O)Nc1ccccc1
13	COc1ccc(N2CCN(C(=O)CSc3ccccc3)CC2)cc1
14	Cc1cccc(C(c2c(C)nn(-c3ccccc3)c2N)c2c(C)nn(-c3ccccc3)c2N)c1
15	O=C1COCCOCCOCCOCC(=O)NCCN1

Compound,11,12,13,14,15
PI4K2A inh,-11,3,0,-1,-1
ERG-DNA inh,x,-8%,x,-9%,-13%
JMJD2A Tudor inh,-15%,-3%,-29%,-35%,4%
G9a inh,-6%[0.0925 µM],15%[2.33 µM],u,-19%[59 µM],39%[12.7 µM]
BAZ2B block,-3%,-4%[57.1 µM],79µM*,u,-13%
PGK inhibitor,-14%,1%,x,-5%,2%
HP1b binding inh,50%[activator],36%,4%,-15%,14%
GLS inhibitor,-10%,-1%,18%,17%,-1%
Pin1 inhibitor,-2%,7%,-2%,-9%,2%

16	CCc1ccc(NC(=O)CSc2ccc(-c3sc(-c4ccccc4)nc3C)nn2)cc1
17	Cc1ccc(S(=O)(=O)N2CCCOC2CNC(=O)C(=O)NCc2ccc3c(c2)OCO3)cc1 (centres undefined)
18	COCCNC(=O)C(=O)NCC1OCCN1S(=O)(=O)c1ccc2c(c1)OCCO2 (centres undefined)
19	CS(=O)(=O)N1CCCC(C(=O)Nc2cccc(F)c2)C1 (centres undefined)
20	CCCN(CCC)CC(O)Cn1c2ccccc2c2ccccc21 (centres undefined)

Compound,16,17,18,19,20
PI4K2A inh,-3,1,2,9,-14
ERG-DNA inh,1%,0%,5%,4%,-9%
JMJD2A Tudor inh,u,-13%,-1%,-2%,-4%
G9a inh,0%[59 µM],x,16%,-7%,u
BAZ2B block,-1%,-20%,-11%,5%,-18%
PGK inhibitor,3%,5%,0%,3%,-1%
HP1b binding inh,33%,10%,29%,37%,26%
GLS inhibitor,9%,-5%,-3%,4%,11%
Pin1 inhibitor,11%,-4%,-1%,0%,-4%

21	c1ccc(CN2CCC(Nc3ncnc4sccc34)CC2)cc1
22	CCOc1ccc(N(C)C(=O)CCc2nnc3ccc(N4CCOCC4)nn23)cc1
23	Cc1cc(C)nc(SCNC(=O)c2ccccc2)n1
24	CCCCNC(=O)N(O)C1N(/N=C/c2ccc(N(C)C)cc2)C(=S)SC1(C)C (centres undefined)
25	Cc1ccc(NC(=O)CSc2nnc(NC(=O)NC3CCCCC3)s2)cc1

Compound,21,22,23,24,25
PI4K2A inh,3,-8,0,1,0
ERG-DNA inh,0%,-1%,-4%,14%,10%
JMJD2A Tudor inh,10%,-14%,u,u,-13%
G9a inh,-8%,1%,10µM*,-9%,10%[59 µM]
BAZ2B block,-16%,-19%,-13%,-36%,-4%
PGK inhibitor,-6%,i,i,0%,i
HP1b binding inh,20%,31%[activator],45%[activator],12%,13%
GLS inhibitor,-2%,1%,-1%,1%,0%
Pin1 inhibitor,3%,2%,-2%,62%[activator],1%

26	O=C1C(Cl)=C(Nc2cccc(O)c2)C(=O)N1Cc1ccccc1
27	COc1ccc(NC(=O)c2ccc(-n3c(C)ccc3C)cc2)c(OC)c1
28	O=C(NNc1ccc(F)cc1)c1c(F)cccc1Cl
29	c1ccc(-c2csc(NNC3=NCCCCC3)n2)cc1
30	CCN(CC)c1ccc(C(NC(C)=O)NC(C)=O)cc1

Compound,26,27,28,29,30
PI4K2A inh,-1,2,-2,u,0
ERG-DNA inh,5%,-5%,-9%,-4%,0%
JMJD2A Tudor inh,45µM*,-28%,-1%,-2%[11.4 µM],0%
G9a inh,35µM*,u,u,10µM*,-15%[59 µM]
BAZ2B block,u,u,3%,u,x
PGK inhibitor,i,-8%,i,i,1%
HP1b binding inh,u,-18%,26%,u,17%
GLS inhibitor,-19%,-1%,-20%,45%[activator],31%
Pin1 inhibitor,-1%,13%,-4%,2%,3%

31	COc1ccccc1CNC(=O)c1csc(Cc2ccc(Cl)cc2)n1
32	Cc1ccccc1OCC(O)Cn1c(=N)n(CCN2CCCCC2)c2ccccc21 (centres undefined)
33	CN(CC(=O)Nc1cccc(F)c1)C(=O)c1ccc2c(c1)OCCO2
34	CCCc1ccccc1OCCNC(=O)c1cc(=O)n(C)c(=O)n1C
35	CCN1CCN(S(=O)(=O)c2ccc(Cl)c(C(=O)N(C)Cc3ccco3)c2)CC1

Compound,31,32,33,34,35
PI4K2A inh,0,-2,2,5,-3
ERG-DNA inh,-2%,-1%,1%,-3%,13%
JMJD2A Tudor inh,43%[activator],-15%,1%,-5%,-6%
G9a inh,18%[0.0925 µM],u,10µM*,8%[59 µM],6%
BAZ2B block,14%,-14%,-9%,0%,8%
PGK inhibitor,i,x,i,7%,3%
HP1b binding inh,69%[activator],44%[activator],35%,7%,39%[activator]
GLS inhibitor,6%,4%,-14%,0%,0%
Pin1 inhibitor,14%,-6%,-1%,-2%,1%

36	O=C(Nc1cccc(Cl)c1)Nc1csc([N+](=O)[O-])c1
37	O=C(COc1ccc2c(-c3ccccc3)cc(=O)oc2c1)N[C@@H](Cc1c[nH]c2ccc(O)cc12)C(=O)O
38	Cc1ccnc(NC(=O)CCC(=O)N(CC(=O)NC(C)(C)C)c2ccc(F)c(Cl)c2)c1
39	CCCSc1nc(C)c(-c2csc(C(C#N)=C3CCCC3)n2)cc1C#N
40	Cc1ccc(-c2ccc(=O)n(Cc3ccc(F)cc3)n2)cc1

Compound,36,37,38,39,40
PI4K2A inh,-1,u,-2,-7,-5&-2
ERG-DNA inh,-1%,-1%,-2%,x,9%&4%
JMJD2A Tudor inh,u,-34%,-13%,50µM*,4%&4%
G9a inh,2%[59 µM],x,16%,u,61%[activator]
BAZ2B block,u,1%[57.1 µM],-22%,20µM*,30%&1%
PGK inhibitor,-9%,1%,5%,-8%,-2%&2%
HP1b binding inh,-17%,-3%,36%[activator],1%,88%&24%[activator]
GLS inhibitor,0%,26%,6%,-1%,1%&7%
Pin1 inhibitor,7%,-1%,5%,29%,-1%&-5%

Bioassay records from PubChem BioAssay.
